# ZTA counter = ZTA (EBV) inhibition in EBNA-1 counter-screen. P03206. ZTA-DNA binding, fluorescence polarization. 320,000 compounds, 0.15% hits. inhibition, % at 11 µM. AID 2234; in the data active = inhibition above about 33%
# Fam108B inh = counter-screen for RBBP9 inhibitors: inhibitors of mouse Fam108B; recombinant Fam108B, FP-Rh probe fluorescence polarization; inhibition, % at 9.51 µM; 300,000 compounds, 0.33% hits;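 active = inhibition above the screen mean inhibition plus 3 SD, computed separately per campaign, cut at about 18% in these data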;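 also: inhibitors lower polarization as less probe binds the enzyme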
# Efflux pump mplx = antifungal efflux pump inhibition, Nile Red retention; S. cerevisiae Candida pump triplex; inhibition, % at 10 µM; 330,000 compounds, 0.44% hits; AID 485275;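 active = plate passing quality check with inhibition over a set limit, or well fluorescence over plate mean plus 4 SD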;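 also: Nile Red retained in pooled yeast measured as flow cytometry median fluorescence; 0% = buffer negative control and 100% = Enniatin B positive control; higher means more Nile Red kept so more efflux inhibition; some compounds called inactive have numbers as strong as hits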
# MCL1 BIM primary = MCL1-BIM-BH3 interaction inhibition (human) | GST-MCL1 / FITC-Bim-BH3 fluorescence polarization | inhibition, % at 10.9 µM | 320,000 compounds, 0.68% hits | AID 2057;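 active = inhibition above the mean inhibition of all tested compounds plus 3 SD, set per campaign, cut at about 40% in these data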;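 also: 0% = DMSO wells and 100% = unlabeled Bim-BH3 peptide control; higher means more loss of mP so more displacement of Bim peptide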
# Target sequence (Q07820 whole entry, looked up): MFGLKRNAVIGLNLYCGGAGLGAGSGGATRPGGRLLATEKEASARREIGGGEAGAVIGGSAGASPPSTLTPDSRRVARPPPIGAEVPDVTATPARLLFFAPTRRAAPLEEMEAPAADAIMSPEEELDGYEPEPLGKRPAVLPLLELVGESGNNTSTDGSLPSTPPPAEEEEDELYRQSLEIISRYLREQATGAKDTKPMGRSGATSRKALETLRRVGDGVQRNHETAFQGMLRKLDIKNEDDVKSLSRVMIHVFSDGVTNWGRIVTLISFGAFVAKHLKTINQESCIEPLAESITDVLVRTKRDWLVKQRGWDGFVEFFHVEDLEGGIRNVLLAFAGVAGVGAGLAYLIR
# GLD-1 TGE inh = GLD-1-TGE RNA interaction inhibition (C. elegans) | Q17339 | purified GLD-1 + fluorescein TGE RNA, fluorescence polarization | inhibition, % at 5.96 µM | 320,000 compounds, 0.44% hits;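 active = percent inhibition above a per-plate cutoff, the plate mean of test compounds plus 3 SD, cut at about 30% in these data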;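 also: 0% = DMSO wells with GLD-1 and probe and 100% = wells lacking GLD-1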
# Target sequence (Q17339 whole entry, looked up): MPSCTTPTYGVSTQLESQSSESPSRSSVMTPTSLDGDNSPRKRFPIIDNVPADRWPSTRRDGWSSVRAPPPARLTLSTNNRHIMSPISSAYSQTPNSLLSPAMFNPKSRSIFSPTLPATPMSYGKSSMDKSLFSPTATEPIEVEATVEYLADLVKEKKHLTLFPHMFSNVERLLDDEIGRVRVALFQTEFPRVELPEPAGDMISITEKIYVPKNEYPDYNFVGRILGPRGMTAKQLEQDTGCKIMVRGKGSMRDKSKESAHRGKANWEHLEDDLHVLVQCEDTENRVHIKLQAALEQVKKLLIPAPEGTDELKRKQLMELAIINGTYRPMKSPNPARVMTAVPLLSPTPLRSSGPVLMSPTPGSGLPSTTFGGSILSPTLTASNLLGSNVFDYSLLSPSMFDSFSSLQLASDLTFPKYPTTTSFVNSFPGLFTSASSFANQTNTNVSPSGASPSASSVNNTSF
# EBNA-1 inh = blocks EBNA-1 binding to DNA. EBNA-1 DNA binding, fluorescence polarization. inhibition, % at 14.8 µM. 300,000 compounds, 0.34% hits. AID 1950; in the data active = inhibition above about 28%
# Bcl-xL primary = blocks human Bcl-xL binding to Bim BH3 peptide; GST-Bcl-xL / FITC-Bim BH3 peptide fluorescence polarization; 320,000 compounds, 0.7% hits; inhibition, % at 10.9 µM;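 active = inhibition above the mean of all tested compounds plus 3 SD, cutoff set per campaign, cut at about 30% in these data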;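 also: 0% = DMSO wells and 100% = unlabeled Bim-BH3 peptide competitor; inhibitors lower millipolarization by displacing the labeled peptide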
# Target sequence (Q07817 whole entry, looked up): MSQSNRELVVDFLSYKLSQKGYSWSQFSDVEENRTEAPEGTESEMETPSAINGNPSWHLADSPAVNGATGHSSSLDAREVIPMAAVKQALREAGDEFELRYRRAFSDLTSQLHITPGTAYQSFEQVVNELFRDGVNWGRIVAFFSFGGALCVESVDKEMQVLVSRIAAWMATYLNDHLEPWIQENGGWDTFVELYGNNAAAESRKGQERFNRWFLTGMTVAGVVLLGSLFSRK
# MEX-5 binding = C. elegans MEX-5 TCR-2 RNA binding activity; Q9XUB2; MEX-5/FITC-TCR2 RNA binding, fluorescence polarization; hits give low values; activity score (negative = inhibition of binding), % at 10 µM; 300,000 compounds, 0.38% hits;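 active = inhibition past about -25% in most replicates, and total fluorescence under double the plate's negative control median, limit read from the data; inconclusive = replicates evenly split on the limit, or fluorescence at least double controls; inactive = too little inhibition in most replicates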;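 also: 0% = DMSO and -100% = 5 µM competing unlabeled TCR2 RNA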
# Yeast superoxide = caloric restriction mimetics inhibiting age-related superoxide in yeast; S. cerevisiae aged cells, superoxide DHE fluorescence; hits give low values; 330,000 compounds, 0.18% hits; superoxide response (% of plate mean), % at 10 µM;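 active = superoxide response under a set limit, about three screen SD below normal, cut at about 65% in these data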;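 also: yeast aged for seven days with compound at 30 °C before DHE staining; 100% = average MFI of all compound-treated wells on the plate with controls excluded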
# An asterisk follows results filed as active; ? = inconclusive; / = not tested or not shown.
SMILES,ZTA counter,Fam108B inh,Efflux pump mplx,MCL1 BIM primary,GLD-1 TGE inh,EBNA-1 inh,Bcl-xL primary,MEX-5 binding,Yeast superoxide
CC(=O)C1CCC2C3CCC4CC(O)CCC4(C)C3CCC12C (configuration not stated),-7,1,0.1,3,5,14,9,1.0,97
CC(=NCCCN1CCOCC1)c1c(O)n(Cc2ccccc2)c(=O)[nH]c1=O,-7,-3,0.0,4,2,0,2,-1.4,93
O=c1[nH]c(=O)n(Cc2ccc(F)cc2)c(O)c1C=NCCN1CCCCC1,5,3,0.0,3,0,1,3,-1.8,136
COCCCNC(=O)c1c(NC(=O)c2ccccc2)n(Cc2ccccc2)c2nc3ccccc3nc12,4,-4,0.4,-11,7,-3,-5,-17,129
COc1cccc(OP(=O)(Nc2ccccc2)Oc2cccc(OC)c2)c1,-3,0,0.0,-6,7,-20,-5,1.3,109
CCCNC(=O)N1[C@H]2CC[C@@H]1C(C(=O)OC)=C(c1cccc(OC)c1OC)C2,4,-1,-0.2,5,6,0,3,-0.2,111
CCCCCCn1c(O)c(C=NCCCn2ccnc2)c(=O)[nH]c1=O,21,-12,0.1,-128,-139,-10,-90,-16,99
COc1ccc(N=Cc2c(O)n(CC3CCCO3)c(=O)[nH]c2=O)cc1 (configuration not stated),13,3,0.0,4,-1,-7,5,-4.3,119
O=c1c2ccccc2nc(-c2ccco2)n1-c1cccnc1,2,-1,0.0,3,3,3,10,-3.9,104
CCCC(C)C1(CC)C(=O)NC(=Nc2ccc(F)cc2)NC1=O (configuration not stated),1,-1,0.4,3,-4,-7,7,4.1,134
Cc1ccc2nc3c(cc2c1)CC1(C(=O)N(C)C(=O)N(C)C1=O)C1COCCN31 (configuration not stated),5,-2,0.1,4,10,-2,4,-2.2,109
CC1CCC(C(C)C)C(OP(N)(=O)c2ccccc2)C1 (configuration not stated),-6,-1,0.1,-6,0,-1,2,-0.7,95
c1ccc(CNCCc2c[nH]c3ccccc23)cc1,-2,-12,0.0,5,2,-2,5,3.9,98
COc1ccc(CN2CCN(C(=O)Cc3ccccc3)CC2)c(OC)c1,-1,15,0.1,-2,-2,4,2,-0.2,89
CN1C(=O)C(=Cc2cn(CC(=O)N3CCCC3)c3ccccc23)C(=O)N(C)C1=O,0,1,-0.5,-8,-5,-3,0,?,82
CN1C(=O)C(=Cc2ccccc2OCc2ccccc2Cl)C(=O)N(C)C1=O,2,2,0.0,11,-7,4,2,-0.5,97
CC(=NCCc1ccccc1)c1c(O)n(C)c(=O)n(C)c1=O,-3,-9,0.0,0,-1,6,2,-2.1,84
COc1ccc(C2NCc3ccc4c(c3-n3cccc32)OCO4)cc1OC (configuration not stated),6,2,0.0,-4,-3,-1,5,0.6,106
Cc1ccc(OCCSC2=NN2c2cc(C)nc(N)n2)cc1,-22,-2,0.1,1,2,-3,5,0.3,95
Cc1ccsc1C(=O)C1CCCN(Cc2cccn2-c2ccccn2)C1 (configuration not stated),3,0,0.0,3,0,3,0,1.4,105
CCC(=NC1CC1)c1c(O)n(-c2ccc(OC)cc2)c(=O)[nH]c1=O,-18,-1,0.0,-2,2,-23,3,0.4,86
CN1CCN(c2nc3ccccc3o2)CC1,4,1,-0.1,4,9,8,6,-3.2,103
Cn1ccnc1P(=S)(c1nccn1C)N1CCOCC1,5,1,0.0,-3,1,10,-2,-0.3,92
CCCNC(=O)N1[C@H]2CC[C@@H]1C(C(=O)OC)=C(c1ccc(F)cc1OCc1ccccc1)C2,-9,/,0.4,-2,-1,/,0,/,96
CCc1ccc2c(CN3CC=C(c4ccccc4)CC3)cc(=O)oc2c1,-4,3,10*,0,3,-7,2,1.9,103
O=S1(=O)N(CCN2CC=C(c3c[nH]c4cc(F)ccc34)CC2)c2cccc3c2N1CCC3,-17,-5,0.1,4,-7,4,-1,/,104
COC(=O)C1=C(c2ccc(OC)c(OC)c2)C[C@@H]2CC[C@H]1N2C(=O)NCc1cccc2ccccc12,-11,/,-0.1,6,-10,/,-1,/,92
COC(=O)C1=C(c2ccc(F)cc2OCc2ccccc2)C[C@@H]2CC[C@H]1N2C(=O)NCc1cccc(F)c1,-5,/,0.1,3,-3,/,5,/,83
CC(CO)(CO)N=Cc1c(O)n(-c2cccc3ccccc23)c(=O)[nH]c1=O,-2,-2,0.1,-1,-1,-19,-1,0.2,122
COc1ccccc1CCNCc1cc2c(cc1[N+](=O)[O-])OCO2,15,-6,0.0,9,5,4,8,-0.1,93
COC(=O)C1=C(c2ccc3ccccc3c2)C[C@@H]2CC[C@H]1N2C(=O)N1CCCCC1,-16,/,0.1,-7,-2,/,-2,/,96
CC(C)Nc1ccc(Nc2ccccc2)cc1,-3,-1,0.0,29,12,-5,24,0.7,102
CC12CN3CN(C1)CC(C)(C3)C2=NO,-7,4,-2.7,12,4,4,10,-0.3,96
CN1C(=O)NC(=O)C(C)(C2=CCCCC2)C1=O (configuration not stated),-9,2,-0.2,5,0,1,6,/,85
CC[C@@]1(O)C(=O)OCc2c1cc1n(c2=O)Cc2cc3ccccc3nc2-1,-14,-4,0.0,8,8,-1,6,2.3,97
CCOC(=O)C1=C(N)Oc2c(c(=O)oc3ccccc23)C12C(=O)N(C)c1ccccc12 (configuration not stated),2,-1,-0.1,-5,-2,5,1,-1.0,108
CC(C(=O)O)N(C(=O)c1ccccc1)c1ccc(F)c(Cl)c1 (configuration not stated),-5,4,0.1,1,3,-5,5,-0.2,108
COc1ccc(CC2(CCc3ccccn3)C(=O)NC(=O)N(c3ccccc3C)C2=O)cc1OC (configuration not stated),1,-1,-0.1,-2,-4,-3,2,-0.9,91
COc1ccc(NC(=O)c2cc([N+](=O)[O-])ccc2N2CCNCC2)cc1,3,5,0.2,11,12,-10,1,4.4,95
CC1(C)N=C(c2ccccc2)[C@@H]2C(c3ccc([N+](=O)[O-])cc3)N21 (some centres not stated),-4,-2,0.9,-2,3,-4,1,0.9,108
COC(=O)Cn1cc(/C=C2\C(=O)NC(=O)N(c3ccccc3)C2=O)c2ccccc21,-3,0,-0.1,135*,-7,5,4,-43*,94
COc1cc(C2SCC(=O)Nc3c2c(=O)[nH]n3C2CCCCCC2)cc(OC)c1OC (configuration not stated),7,3,0.0,5,3,0,3,1.9,98
COc1cccc(-n2c(O)c(C=Nc3c(C)n(C)n(-c4ccccc4)c3=O)c(=O)[nH]c2=O)c1,5,0,0.2,1,-8,-11,6,-5.9,87
C=CCNC(=O)c1c(N)n(CCN2CCOCC2)c2nc3ccccc3nc12,0,-2,0.0,7,0,5,8,-5.0,88
O=c1[nH]c(=S)[nH]c(O)c1N=Nc1ccc(S(=O)(=O)N2CCc3ccccc32)cc1,-24,10,0.2,16,-13,-7,4,-3.9,89
Cc1ccc(OC(F)F)c(N2C(=O)C3C4CCC(O4)C3C2=O)c1 (configuration not stated),-12,/,0.5,1,11,/,-4,/,113
COc1ccc2c(c1)[C@]13CCCCC1C(C2)N(C)CC3 (some centres not stated),7,1,-0.2,4,1,8,4,-1.6,96
O=C(NCCN1CCOCC1)c1ccc(Cl)nc1,-7,3,-0.1,6,4,-6,7,1.0,98
CC(C)CCP(=O)(O)c1ccccc1,-7,1,0.0,2,3,6,-1,/,117
CC(=O)Cc1c[nH]c2ccccc12,-7,1,0.2,-1,-3,-10,1,-0.5,118

# One compound at a time, as listed above. Screens in order: ZTA counter	Fam108B inh	Efflux pump mplx	MCL1 BIM primary	GLD-1 TGE inh	EBNA-1 inh	Bcl-xL primary	MEX-5 binding	Yeast superoxide
# `O=C(NCCN1CCOCC1)c1ccc(Cl)nc1` reads -7	3	-0.1	6	4	-6	7	1.0	98
# `COc1ccc2c(c1)[C@]13CCCCC1C(C2)N(C)CC3` (some centres not stated) reads 7	1	-0.2	4	1	8	4	-1.6	96
# `CC(C)CCP(=O)(O)c1ccccc1` reads -7	1	0.0	2	3	6	-1	/	117

# (list continues)
SMILES,ZTA counter,Fam108B inh,Efflux pump mplx,MCL1 BIM primary,GLD-1 TGE inh,EBNA-1 inh,Bcl-xL primary,MEX-5 binding,Yeast superoxide
Cc1ccccc1-n1c(CNc2ccccc2)nc2ccccc2c1=O,-1,0,-0.1,0,3,-8,4,/,104
O=c1c2ccccc2nc(-c2ccccc2)n1-c1ccncc1,24,0,-0.1,9,4,5,5,-0.7,103
C/C(=N\N1CCCCC1c1cccnc1)c1c(O)n(C2CCCCC2)c(=S)[nH]c1=O (configuration not stated),-6,0,0.5,-152,-53,2,-77,/,75
CCOc1cc(C=C2C(=O)NC(=O)NC2=O)ccc1OS(=O)(=O)c1ccccc1,2,-6,-0.1,9,1,7,6,0.3,97
Cc1cc(C)c(C(=O)N2CCC3(CC2)OCCO3)c(C)c1,-13,-3,0.0,-5,5,-3,-3,3.2,114
CN(C)CC1CSCCC1(O)c1ccc(Cl)cc1 (configuration not stated),-18,3,0.0,-6,-2,-3,-2,1.9,89
NC(=O)c1cn(C2CCCCC2)c2ccccc2c1=O,7,0,0.0,0,-3,-7,9,1.2,105
CC(Cc1ccccc1)NCCC(=O)NC(C)Cc1ccccc1 (configuration not stated),-5,-5,0.0,-9,4,-6,-4,-1.1,101
O=c1[nH]c(=S)n(C2CC2)c(O)c1C=NCc1ccc(F)cc1,1,-4,0.0,-1,-2,0,6,-0.6,103
COc1ccc(/C=C2/C(=O)NC(=O)N(c3ccc(C)c(C)c3)C2=O)cc1CN1C(=O)c2ccccc2C1=O,-3,2,0.0,9,-9,6,8,3.9,91
COc1ccc(/C=C2/C(=O)NC(=O)N(c3ccccc3)C2=O)cc1CN1C(=O)c2ccccc2C1=O,8,2,-0.4,-11,-4,8,-5,-4.7,78
CCCCCCn1c(O)c(C=NCCN2CCOCC2)c(=O)[nH]c1=O,-5,1,0.0,-16,-9,5,-8,0.6,84
O=C(NC(Cc1cnc[nH]1)C(=O)O)c1ccccc1 (configuration not stated),0,-4,-0.1,-9,-3,0,2,0.3,95
COc1ccc(O)c(CN2CCCC(C(=O)c3sccc3C)C2)c1 (configuration not stated),10,3,-0.2,3,2,1,8,0.5,103
COCCCNC(=O)c1c(N)n(Cc2ccco2)c2nc3ccccc3nc12,-4,-1,0.2,54*,47*,-5,49*,-4.0,97
CCC1(C)CC(CCNCc2ccc(N(C)C)cc2)(c2ccc(F)cc2)CCO1 (configuration not stated),18,3,-0.1,6,-1,1,3,-0.5,93
COC(=O)C1=C(c2ccccc2OCc2ccccc2)C[C@@H]2CC[C@H]1N2C(=O)NCCN1CCOCC1,3,/,-0.2,4,-5,/,5,/,88
O=C1C2CCN(CC2)C12CC2c1ccc(C(F)(F)F)cc1 (configuration not stated),-7,0,0.2,6,2,-15,-1,0.9,98
OC1(c2ccc(F)cc2)CCNC1 (configuration not stated),-2,2,0.0,3,6,5,-1,0.6,104
COc1cccc(C2=NOC(C(=O)N3CCC4(CC3)OCCO4)C2)c1 (configuration not stated),0,3,-0.2,-2,3,1,6,-0.1,98
COc1ccc(/C=C2\C(=N\O)C3CCN2CC3)cc1,-3,-2,0.1,-6,-5,-6,-2,0.9,120
Cc1nn(Cc2ccccc2)c(C)c1C(=O)OCC(=O)Nc1ccccc1SCC#N,-22,-3,-0.2,-31,-36,10,-14,2.5,92
CCOc1cc2c(cc1OCC)-n1cccc1C(c1ccc(F)c(OC)c1)NC2 (configuration not stated),10,0,0.2,-5,5,-11,-4,2.5,97
O[C@@H]1CCCN2CCc3c([nH]c4ccccc34)[C@H]12,-3,0,0.1,-2,10,-12,14,-7.1,110
COc1cc2c(C(=O)N3CCN(C)CC3)c(C)n(C)c2cc1Br,1,4,-0.2,42*,38*,-3,40*,-10.0,101

# Screening data deposited in PubChem by several laboratories.

# A portion of the library; the hit share may differ from the screen's.
